# Compound activity (PubChem)
# IEC-6 cytotox: cytotoxicity in IEC-6 intestinal epithelial cells, primary screen, cytotoxicity control for KLF5 inhibitor project, cell-based, luminescence. IEC-6 cytotoxicity, luminescence viability. inhibition, % at 5 µM. 290,000 tested, 0.78% active. AID 1825, 2009; in the data active = inhibition above about 22%;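 also: 0% = plate median of test compound wells and 100% = cytotoxic reference compound wells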
# HSP90 refold inh: HSP90 inhibitors, primary screen, cell lysate, luminescence | Heat shock protein HSP 90 (rabbit reticulocyte lysate; luciferase refolding) | Rabbit reticulocyte lysate, luciferase refolding luminescence, 3 h | inhibition, % at 5.6 µM | 290,000 tested, 0.91% active | AID 1789, 2009;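 active = inhibition above the screen-wide mean plus 3 SD, computed separately per campaign, cut at about 16% in these data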;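 also: 0% = DMSO wells and 100% = 60 µM geldanamycin wells; inhibitors lower the luminescence because luciferase stays unfolded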
# GSK3 alpha inh: blockers of GSK3A enzyme activity – biochemical, luminescence, cell-free homogeneous, HTS, primary screen | Glycogen synthase kinase-3 alpha (Homo sapiens), P49840 | GSK-3 alpha kinase, ADP-Glo luminescence, 60 min | inhibition, % at 10 µM | 320,000 tested, 0.1% active | AID 2650, 2010;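 in the data active = inhibition above about 50%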;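 also: GST-tagged GSK-3 alpha with peptide substrate and 25 µM ATP; 0% = DMSO neutral wells and 100% = GW8510 positive control wells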
# Target sequence (P49840 whole entry, looked up): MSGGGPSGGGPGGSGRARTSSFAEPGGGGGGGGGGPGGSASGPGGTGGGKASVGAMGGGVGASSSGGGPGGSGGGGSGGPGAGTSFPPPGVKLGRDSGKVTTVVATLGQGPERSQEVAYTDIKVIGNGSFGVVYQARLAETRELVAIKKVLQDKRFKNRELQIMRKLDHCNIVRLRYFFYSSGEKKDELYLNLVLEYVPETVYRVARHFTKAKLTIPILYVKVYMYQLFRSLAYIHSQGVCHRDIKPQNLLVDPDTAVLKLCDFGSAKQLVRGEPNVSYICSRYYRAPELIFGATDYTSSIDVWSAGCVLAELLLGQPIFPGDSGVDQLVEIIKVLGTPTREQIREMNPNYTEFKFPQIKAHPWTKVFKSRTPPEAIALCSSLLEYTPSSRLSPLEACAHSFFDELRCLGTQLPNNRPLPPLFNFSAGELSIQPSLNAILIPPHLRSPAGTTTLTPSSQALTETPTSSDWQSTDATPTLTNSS
# HIF activator: HIF pathway transcriptional activators, primary screen, cell-based, U2OS HRE-luciferase, luminescence. U2OS HRE-luciferase reporter; normalized: DMSO 0%, desferrioxamine 100%. activation, % at 7.5 µM (by protocol). 300,000 tested, 0.32% active;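 active = mean activation of at least 10% of the iron chelator positive control signal, with at least half of replicates also reaching 10%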
# aSyn UTR inh: MLPCN primary screen, SNCA 5' untranslated region; alpha-synuclein 5'UTR reporter, inhibitor activity; inhibition, % (tested at 7.5 µM); 300,000 tested, 0.82% active; in the data active = inhibition above about 60%;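 also: H4 neuroglioblastoma cells stably carrying SNCA 5'UTR luciferase fusion; 0% = DMSO wells and 100% = positive control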
# GSK3beta inhib: human GSK3beta kinase inhibitors, primary screen, biochemical, cell-free homogeneous, HTS; GST-GSK3beta kinase, ADP-Glo luminescence, 60 min; stronger effect = lower value; activity score (negative = inhibition), % at 10 µM; 300,000 tested, 0.038% active; AID 2097, 2009; Glycogen synthase kinase-3 beta (Homo sapiens), P49841;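 active = more than half of replicate wells score below -50%, meaning over 50% inhibition versus plate controls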;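 also: 0% = median DMSO wells and -100% = median GW8510 positive control wells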
# Target sequence (P49841 whole entry, looked up): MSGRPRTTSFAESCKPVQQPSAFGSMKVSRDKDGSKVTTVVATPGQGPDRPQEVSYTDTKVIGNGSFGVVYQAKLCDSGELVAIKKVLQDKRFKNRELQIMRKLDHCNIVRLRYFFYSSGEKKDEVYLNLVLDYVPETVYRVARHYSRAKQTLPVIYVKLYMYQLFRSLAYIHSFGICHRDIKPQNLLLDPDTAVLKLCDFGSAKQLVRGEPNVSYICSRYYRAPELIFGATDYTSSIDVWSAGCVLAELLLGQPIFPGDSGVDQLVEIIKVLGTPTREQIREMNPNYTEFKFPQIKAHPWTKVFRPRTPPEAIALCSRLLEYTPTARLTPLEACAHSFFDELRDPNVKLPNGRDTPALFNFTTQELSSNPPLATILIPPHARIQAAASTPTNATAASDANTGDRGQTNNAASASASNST
#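 test system = GST-tagged human GSK3beta kinase, cell-free | reagent = 25 µM ATP with peptide substrate | dosing = one dose of 10 µM per compound | schedule = 60 min reaction, RT | detection = luminescent ADP-Glo measurement of ADP formed | control set = DMSO neutral wells and GW8510 at 20 µM as positive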
# KLF5 inh: KLF5 expression inhibitors, primary screen, DLD-1 cells, luminescence; DLD-1 KLF5 promoter-luciferase reporter; inhibition, % at 5 µM; 290,000 tested, 0.23% active; AID 1700, 2009;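 active = inhibition above a per-plate limit of that plate's mean compound inhibition plus 3 SD, cut at about 60% in these data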;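 also: 0% = DMSO wells and 100% = LY294002 at 200 µM; higher means less KLF5 promoter-driven luciferase light; inactives centre near -14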
# HSF1 activator: HSF-1 activators, primary screen, NIH3T3-HGL cells, MG132 stress, luminescence, single point. NIH3T3-HGL HSF-1 luciferase reporter, 8 h; 100% = twice DMSO control signal. activation, % at 9 µM. 300,000 tested, 1.7% active. AID 504408, 2011;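 active = mean replicate activation of at least 50% with a set share of replicates each reaching 50%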;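 also: 0% = median of the neutral control wells and 100% = twice that signal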
# AI-2 QS mod: Vibrio harveyi AI-2 quorum sensing modulators, primary screen, JMH597 strain, luminescence/OD600 ratio | activity change, % at 7.5 µM | 300,000 tested, 0.4% active | AID 2094, 2009 | Vibrio harveyi JMH597 AI-2 luminescence/OD600 ratio, 9 h; stronger effect = lower value; strain lacks LuxN and CqsS sensors; 0 = neutral-control median; in the data active = activity change below about -75%, passing the limit was not always enough;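 also: luminescence divided by OD600 gain over 9 h not by final OD600 alone; inactives centre near 13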
# HSF1 inh: HSF1 inhibitors in luciferase reporter cells, primary screen, cell-based, NIH3T3, luminescence | activity change, negative = inhibition, % at 7.5 µM (by protocol) | AID 2098, 2009 | 300,000 tested, 0.77% active | NIH3T3-HGL HSE-luciferase, MG132-induced, luminescence 8 h; stronger effect = lower value;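 active = more than half of replicate wells show activity change below -50%, luminescence cut by over half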;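 also: luciferase reports HSF-1 transcriptional activity via heat shock element; 0% = median of DMSO wells and -100% = zero luminescence signal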
# Numbers without * were called inactive; nt = not tested or not shown. The order is random. Share with any hit: about 4.7%.
SMILES,IEC-6 cytotox,HSP90 refold inh,GSK3 alpha inh,HIF activator,aSyn UTR inh,GSK3beta inhib,KLF5 inh,HSF1 activator,AI-2 QS mod,HSF1 inh
Cc1ccc2oc(-c3cccc(NC(=O)c4ccc(Br)o4)c3C)nc2c1,3,-2,0,-0.6,-25,3,-47,12,12,2
CCOC(=O)C1=C(C)NC(=O)NC1/C=C/c1ccccc1 (stereo not drawn),3,-4,-3,-0.2,14,2,-5,7,28,7
CCCCn1c(-c2csc(CC)c2)n[nH]c1=S,-1,0,4,0.1,17,-3,-2,0,31,-1
CCCN(CC(=O)Nc1ccc(F)c(F)c1F)C(=O)c1ccc2c(=O)n3c(nc2c1)CCC3,nt,nt,-5,0.4,-10,-2,nt,-14,15,-5
O=C1CN(C(=O)C2CC2)c2ccccc2N1,5,5,3,-9.4,5,0,-13,-8,32,-10
COC(=O)c1ccc(OCCOc2ccccc2)cc1,-7,-3,-2,2.3,-131,0,-55,31,-76*,15
COc1ccccc1C(=O)NC(CCSC)C(=O)NCCCSc1ccccc1 (stereo not drawn),nt,nt,-2,-34,-5,0,nt,3,-11,-3
CCNCc1cc(Cl)cc(OC)c1OC(C)C,3,-1,-2,-19,-3,2,-23,0,38,-2
COc1cc(OC)cc(-c2nnc(SCC(=O)N3CCOCC3)o2)c1,7,0,4,-0.6,-8,-4,-14,-7,20,3
CN(C)c1ccc(C(=S)N2CCCC2)cc1Br,0,-5,-3,0.4,10,2,-32,20,5,-2
COc1cccc(CC2(CO)CCCN(CC3=Cc4cc(OC)ccc4OC3)C2)c1 (stereo not drawn),-2,0,-1,0.2,-6,0,-9,-2,42,1
CN(C)CCN(C(=O)c1cccs1)c1nc2cc3c(cc2s1)OCCO3,3,-1,-4,3.0,-106,0,-35,7,21,9
O=C(CCCc1nc2ccccc2s1)Nc1nccs1,6,1,4,0.8,-29,-5,5,5,18,7
CCO/C(C)=N/n1c2nc3ccccc3nc2c2c(=O)n(C3CCCC3)c(C)nc21,4,1,-1,0.1,16,2,-24,18,3,15
O=C(O)c1cnn(-c2ccccc2)c1-c1ccncc1,6,-5,-2,0.6,8,-1,0,-19,20,-7
CCn1c(=O)cc(C(F)(F)F)[nH]c1=S,-3,2,-2,0.2,16,2,10,-10,17,-3
Fc1cccc(NCc2ccoc2)c1,-2,-2,-3,0.1,-2,3,-22,2,-1,4
C=C(C)Cn1c(C)cc(C)c(S(=O)(=O)c2ccccc2C)c1=O,-2,0,-2,-0.2,24,0,-6,11,12,6
CNC(=S)N(Cc1cccs1)Cc1cc2cc(OC)c(OC)cc2[nH]c1=O,-1,2,1,0.0,33,4,-7,7,15,3
O=C(CC12CC3CC(CC(C3)C1)C2)NCc1ccncc1,1,-5,0,0.2,0,1,6,-40,28,-24
COc1cc(OC)c(OC)cc1/C=N/Nc1ccc(Cl)nn1,-4,-3,-1,-2.4,-10,-2,-8,1,6,-3
CC(=O)O[C@H]1CC[C@@]2(C)C(=CC[C@H]3[C@@H]4CC[C@H](C5(C)OCCO5)[C@@]4(C)CC[C@@H]32)C1,nt,nt,-5,0.5,0,-1,nt,-1,15,-2
O=C(Nc1ccccc1)c1ccccc1CSc1ccccc1,nt,nt,-8,-2.2,-8,-1,nt,4,13,3
Cc1ccc(NS(=O)(=O)c2ccc(N3C(=O)CCC3=O)cc2)cc1,3,-2,-4,-0.1,22,1,-23,7,-1,-3
CCOC(=O)c1c(C)[nH]c(C(=O)COC(=O)c2[nH]c(C)c(C(C)=O)c2C)c1C,-1,0,-1,0.1,-12,2,-26,-9,39,-1
# Other structures:
SMILES,IEC-6 cytotox,HSP90 refold inh,GSK3 alpha inh,HIF activator,aSyn UTR inh,GSK3beta inhib,KLF5 inh,HSF1 activator,AI-2 QS mod,HSF1 inh
CN(C)c1ccc(C2SCCN2C(=O)c2ccc([N+](=O)[O-])cc2)cc1 (stereo not drawn),-5,1,-2,-0.1,-2,-2,-4,15,-8,13
CSc1ccc(S(=O)(=O)Nc2ccc3c(c2)OCCO3)cc1,-2,-5,1,-0.1,6,2,-28,2,36,1
CCOC(=O)c1cc(-c2ccccc2)n(CCC(=O)N2CCN(c3ccc(OC)cc3)CC2)c1C,-1,-1,0,-0.1,12,0,-19,3,11,8
O=C1Cc2ccccc2C(=O)N1OCc1ccc(Cl)cc1,12,4,0,-0.2,12,2,25,-8,3,-5
Cc1cc(C=C2C(=O)c3ccccc3C2=O)c(C)n1-c1cccc(C(=O)O)c1,-8,0,-1,0.4,-58,-1,-1,-5,44,-5
O=C1C(=O)N(c2nccs2)C(c2ccccc2)/C1=C(\O)c1ccc2c(c1)OCCO2 (stereo not drawn),-2,-5,-1,1.2,56,4,74*,6,-1,-8
CN(C)C=NC(=O)c1cccn1-c1ncc(C(F)(F)F)cc1Cl,0,5,1,0.1,-9,0,-25,7,13,7
O=C(O)C1Nc2c(O)cc(Cl)c([N+](=O)[O-])c2C2C=CCC12 (stereo not drawn),-14,-1,4,0.1,-10,3,0,-1,55,-14
CCCOc1ccc(C(=O)NNC(=S)NC(=O)c2cc(-c3ccccc3)nc3ccccc23)cc1,4,-2,1,-47,-10,-1,-16,-4,-14,-5
Cn1c(CCNC(=O)c2cccs2)n[nH]c1=S,-8,1,12,-0.4,16,-1,-14,-5,-1,-7
Cc1c(C)n(CCC#N)c2ccc(Cl)cc12,2,4,-3,-0.4,6,0,0,-6,3,8
CCC(=O)N1CCc2cc(Br)cc(S(=O)(=O)N3CCC(C(=O)NC(C)(C)C)CC3)c21,2,-4,-1,0.1,-1,-2,1,10,3,6
CCCC(=O)NC(=S)Nc1ccccc1C(=O)OC,-9,-2,-1,-0.5,-12,-4,3,-4,41,0
COc1ccccc1N1CCN(C(=O)c2ccc(Cl)c(S(=O)(=O)NCc3ccco3)c2)CC1,7,5,1,2.4,-124,0,28,0,19,0
CC(=O)Nc1ccc(C(=O)c2ccccc2)cc1,11,5,-2,-0.1,-20,1,-35,-1,26,5
Cc1cc(NC(=O)Cn2c(=O)oc3ccc(Cl)cc32)no1,-6,0,-1,-0.2,-23,0,1,-1,17,2
O=C(CN1CCN(c2ccccn2)CC1)Nc1ccc(Br)cc1,0,-5,-5,-0.7,-1,1,-42,-1,12,6
CC(C)Sc1nnc(CNC(=O)C23CC4CC(CC(C4)C2)C3)n1C1CCCCC1,-2,-1,0,0.0,-16,-2,-3,-4,27,-5
Cc1ccc2oc(C(=O)N(Cc3ccccc3)C3CCS(=O)(=O)C3)c(C)c2c1 (stereo not drawn),-6,1,nt,1.2,22,0,-12,12,18,-8
CN(/N=C/c1cccs1)c1cc(=O)n(C)c(=O)[nH]1,2,2,-2,nt,nt,0,-4,nt,20,nt
C=CCOc1ccccc1CN(C(=O)CCl)c1ccc2c(c1)OCO2,2,8,2,0.6,23,0,-18,-93,34,-93*
CCOC(=O)Cc1csc(NC(=O)c2cc3ccccc3o2)n1,-2,3,-2,3.3,-56,2,-19,2,0,7
CCN(CC)C(=O)Cn1cc(S(=O)(=O)CC(=O)Nc2ccc(F)cc2F)c2ccccc21,-7,-7,-1,0.2,9,1,-20,10,17,2
Cc1csc(NC(=O)CSc2nc3ccccc3c(=O)[nH]2)n1,3,1,-1,-0.4,-11,-2,-21,-11,20,-4
O=C(NCCc1ccccc1)C(=O)NCC1CCNCC1,3,2,0,0.4,10,-2,-33,-22,10,-11

# Some values from the results shown.
# HSF1 inh, `CC(=O)Nc1ccc(C(=O)c2ccccc2)cc1` reads 5
# HSF1 activator, `CN(C)C=NC(=O)c1cccn1-c1ncc(C(F)(F)F)cc1Cl` reads 7

# (cont.)
SMILES,IEC-6 cytotox,HSP90 refold inh,GSK3 alpha inh,HIF activator,aSyn UTR inh,GSK3beta inhib,KLF5 inh,HSF1 activator,AI-2 QS mod,HSF1 inh
O=C(O)c1cc(-c2cccc3ccccc23)nc2ccccc12,4,-3,-6,-0.5,11,2,6,-91,-27,-88*
O=C(CC1CCCC1)Nc1cccc(Br)c1,8,5,-1,2.5,-51,1,-18,-1,1,2
Cc1ccccc1NC(=O)CN1C(=O)c2cccnc2Oc2ccc(Cl)cc21,-9,-2,1,0.5,-11,-7,-2,8,13,-1
CCN1CCN(CC(O)COCc2ccccc2)CC1 (stereo not drawn),-1,4,0,0.0,-20,1,10,1,9,-4
CCOC(=O)c1cnc2c(OC)cccc2c1NCc1cccnc1,2,4,1,0.0,11,3,-3,14,6,9
CCOc1ccc(OCC)c(S(=O)(=O)NC2CC(C)(C)NC(C)(C)C2)c1,4,7,0,-0.2,-4,0,-6,-7,6,-4
Cc1cc(=O)n2nc(N3CCCC(C(=O)NC4CCC(C)CC4)C3)sc2n1 (stereo not drawn),5,-7,0,0.1,4,1,1,0,21,-6
COc1cc(NC(=O)Cc2cccs2)cc(OC)c1,-6,-5,1,1.2,-14,nt,-31,-11,nt,0
Cc1cc2nc(C)n3c4ccccc4nc3n2n1,-2,11,0,0.5,-45,-1,-26,-7,15,-6
COc1ccc(Cc2c3cc(OC)c(OC)cc3cc[n+]2C)cc1OC,nt,nt,0,-0.2,-16,5,nt,4,12,0
CCOC(=O)c1c(NC(C)=O)sc2c(OC)cccc12,5,-2,-1,-0.2,11,2,-13,5,2,2
CC(C)CN(CC(C)C)C(=O)c1cc(S(=O)(=O)N2CCCCC2)c[nH]1,-5,-5,0,-0.2,-18,0,-26,-2,12,-4
Cc1cc(C(F)(F)F)n(-c2ccc(N)cc2)n1,-3,-1,6,-0.8,18,4,-6,-11,11,-7
COc1cc(CC(=O)OCC(=O)Nc2ncc(Cl)cc2Cl)cc(OC)c1OC,-3,-1,-3,-0.4,-8,-1,-25,0,19,0
COC(=O)c1cc(OC)nc2ccc(Br)cc12,-2,4,0,0.1,19,1,-24,9,6,2
O=C(c1cccs1)[C@@H]1[C@@H]2C(=O)N(Cc3ccc4c(c3)OCO4)C(=O)[C@@H]2C2c3ccccc3C=CN21 (stereo partly drawn),-4,3,1,0.2,-7,-3,-16,2,7,5
N#Cc1c(-c2ccco2)ccn(Cc2cccc(F)c2)c1=O,4,0,2,-0.5,22,1,-1,-8,1,-13
Cn1c(=O)c2[nH]cnc2n(-c2ccccc2)c1=O,-2,-2,11,0.2,41,-7,-3,4,24,-3
CN1C(=S)N(c2cccnc2)C(=O)/C1=C\c1ccc(C(C)(C)C)cc1,1,-1,1,0.8,-40,2,-46,44,21,23
CC(=O)NCCc1nc2ccccc2[nH]1,1,1,-2,0.0,-8,-2,-18,9,11,2
